# Assay outcomes as filed in PubChem BioAssay.
# JMJD2A Tudor – blocks the human JMJD2A Tudor domain | AlphaScreen JMJD2A-Tudor / H3K4me3 peptide binding | AID 504339 | Potency, µM (doses to about 114 µM), without a hit: at the highest dose activity change, negative = inhibition, actives largely listed as inhibitors | hit rate 4.4% among 390,000; further: potency means the concentration at half of the fitted maximal effect; on the % scale 0 is the no-effect control and ±100 the full control effect; nearly all actives have a fitted effect of over 50% in size
# RGS4 inh – inhibitors of human regulator of G protein signaling 4; P49798; AID 504845; Transcreener GDP fluorescence polarization, RGS4-accelerated GTP hydrolysis; hit rate 0.039% among 390,000; Potency, µM (top dose mostly 114 µM), inactives show at the highest dose activity change, negative = inhibition, usual class: inhibitors; further: potency means the concentration at half of the fitted maximal effect; on the % scale 0 is the no-effect control and ±100 the full control effect; nearly all actives have a fitted effect of over 75% in size; some results filed as inactive show a strong effect at the top dose
#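 MLSMR compounds (23 nl, pin-transferred) preincubated 10 min at room temperature with a 500nM (2x) first reagent, then RGS4 at 900nM (2x) plus Transcreener GDP mix added; fluorescence polarization (620/688 nm) read before and after 90 min at 30 °C.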
# GLS inh – blocks human kidney-isoform glutaminase activity | O94925 | GLS enzymatic activity, qHTS titration | Potency, µM (highest dose often 45.5 µM), without a hit: at the highest dose activity change, negative = inhibition, hits mostly inhibitors | hit rate 0.21% among 410,000 | AID 624170; further: potency means the concentration at half of the fitted maximal effect; on the % scale 0 is the no-effect control and ±100 the full control effect
#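 Read-out is an Amplex red fluorescence increase coupled through glutamate oxidase and HRP, measured before and after 30 min room-temperature incubation. hKGA is in 45 mM KH2PO4 (pH 8.2) with 0.02% Tween-20; glutamine added as 1mM solution.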
# HP1b chromo inh – inhibitors of HP1-beta chromodomain binding to methylated histone tails | P83916 | AlphaScreen HP1-beta / biotin-H3K9me3 peptide binding | hit rate 0.56% among 390,000 | Potency, µM (doses to about 114 µM), for the others: at the top dose activity change, negative = inhibition, usual class: inhibitors; further: potency means the concentration at half of the fitted maximal effect; nearly all actives have a fitted effect of over 70% in size; inactives centre near 23
#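 Compound inhibition of the preformed complex between 50 nM HP1-beta and 50 nM biotinylated H3K9me3 peptide was read by AlphaScreen. Buffer was PBS pH 7.4 with 0.01% Tween-20. Incubations ran 30 min at room temperature, with 10 ug/mL donor/acceptor beads.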
# BAZ2B block – inhibitors of human BAZ2B bromodomain. Q9UIF8. AlphaScreen BAZ2B-H3K14Ac peptide displacement. Potency, µM (series often up to 114 µM), for inactives: top-dose activity change, negative = inhibition, usual class: inhibitors. hit rate 4.4% among 360,000. AID 504333; further: potency means the concentration at half of the fitted maximal effect; on the % scale 0 is the no-effect control and ±100 the full control effect; nearly all actives have a fitted effect of over 60% in size
#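 BAZ2B (50 nM) with biotin-H3(5-23)K14Ac peptide (50 nM) in PBS pH 7.4, 0.01% Tween-20, preformed 30 min, then compound 30 min at room temperature; top concentration 110uM. AlphaScreen streptavidin donor/nickel chelate acceptor beads (10 ug/mL final), 20 min dark, signal read.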
# 12-LOX inh – inhibitors of human 12S-lipoxygenase ALOX12; purified 12hLO, xylenol orange hydroperoxide absorbance; Potency, µM (doses to about 108 µM), for the others: top-dose activity change, negative = inhibition, most hits filed as inhibitors; hit rate 1.1% among 580,000; further: potency means the concentration at half of the fitted maximal effect; on the % scale 0 is the no-effect control and ±100 the full control effect
#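 Purified human 12hLO at 150 nM in 25 mM Hepes, 0.01% Triton X-100, pH 7.0, preincubated 15 min at room temperature with compound. Reaction started with 40 uM arachidonic acid, 30 min at room temperature. Hydroperoxide measured by Fe-xylenol orange, 573/405 nm absorbance ratio.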
# G9a block – blocks human histone lysine methyltransferase G9a. AID 504332. hit rate 8.8% among 350,000. G9a H3K9 monomethylation, AlphaScreen, 2 h. Potency, µM (highest dose often 102 µM), for inactives: at the highest dose activity, negative = inhibition, most hits filed as inhibitors. Q96KQ7; further: potency means the concentration at half of the fitted maximal effect; on the % scale 0 is the no-effect control and ±100 the full control effect; nearly all actives have a fitted effect of over 75% in size
#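 G9a (20 nM) was preincubated 15 min with compound, then reacted 2 h at room temperature with 500 nM biotin-H3K9 peptide and 20 µM SAM. Monomethyl-H3K9 detected by AlphaScreen using anti-H3K9me1 antibody.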
# PI4K2A block – inhibitors of human PI4K2A | Q9BTU6 | hit rate 0.13% among 420,000 | activity change, negative = inhibition, % at 76.9 µM | purified PI4K2A, ADP-Glo luminescence, 1 h; stronger effect = lower value; in the data active means activity change below about -50%; inconclusive means mostly about -30% to -49%;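 further: -100% = wells without enzyme as full effect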
#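 ADP-Glo luminescence measured ADP generated by PI4K2A enzyme (4 ug/mL before mixing) with 1.2 mM PI substrate (pre-mix) and 300 microM ATP (pre-mix). Tris pH7.5 buffer with MgCl2, Triton X-100; 1 h reaction at ambient temperature.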
# ERG-DNA inh – blocks human ERG Ets domain binding to DNA | P11308 | fluorescence polarization, His-ERG Ets domain / labelled DNA | hit rate 0.028% among 370,000 | Potency, µM (series often up to 76.9 µM), inactives show top-dose FP activity, negative = inhibition, actives largely listed as inhibitors; active means well fitted inhibition curve with a large enough effect in the polarisation, with a control signal flat; inconclusive means small, poorly fitted or top-dose-only effect, or effect the other way, or a change in a side signal; inactive means no such curve, though single readings can be large or run the other way; the % refers to the polarisation;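 further: polarization taken with two DNA probes labelled with fluorescein and Texas red; potency means the concentration at half of the fitted maximal effect; % of control where 0% means no effect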
#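 His-tagged ERG Ets domain (1 uM in the protein solution; 300mM KCl, 50mM Tris-HCl, 1mM EDTA, 1mM DTT, pH 7.5) received compound, then a probe mix of 5 nM fluorescein-DNA and 100nM Texas-615-DNA. Fluorescence polarization was read for both dyes.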
# * = called active by the depositor; i = inactive; ? = inconclusive; nt = not tested or not shown; & = joins results of further samples; [ ] = another dose, or the depositor's remark. Unless noted, the call rests on the fitted dose curve; in most records, active means well fitted curve in the direction sought with a large enough effect; inconclusive means small, poorly fitted or top-dose-only effect, or another doubt; inactive means no such curve, though single readings can be large; an effect the other way counts as inactive or inconclusive. A portion of the library, so the mix of outcomes need not match the whole.
SMILES,JMJD2A Tudor,RGS4 inh,GLS inh,HP1b chromo inh,BAZ2B block,12-LOX inh,G9a block,PI4K2A block,ERG-DNA inh
N#CCCN(CCC#N)C(=O)c1ccc(Cl)cc1,-3%,-18%,-6%,24%,3%,10%,-32%,12,0%
COc1ccccc1N1CCN(C(=O)Cc2ccc(Cl)cc2)CC1,-11%,-26%,-3%,53%[activator],10%,15%,-11%,2,17%
CCOC(=O)c1c(NC(=O)CN(CC)CC)sc2c1CCN(C(=O)OCC)C2,-19%,9%,10%,15%,-1%,1%,-7%[2.33 µM],9,5%
Cc1ccccc1OCc1csc(N)n1,-8%,-1%,16%,35%,-11%,-2%,18%,0,1%
Cc1ccc(OCCN2C(=O)C(=O)c3cccc(C)c32)cc1,-11%,7%,3%,-4%,-20%,1%,4%,11,-10%
O=C(CSc1nnc(COc2ccc(Cl)cc2)o1)OC1CCCCC1,138%[activator],-9%,0%,266%[activator],147%[activator],9%,65%[activator][59 µM],2,-18%
COc1cccc(CN2CCN(Cc3ccc(C#CC(C)(C)O)s3)CC2CCO)c1 (stereo not drawn),-9%,-5%,0%,20%,-2%,-6%,-44%,1,3%
CN1CCN(CC(=O)N(C)c2nc(-c3ccccc3)cs2)CC1,-21%,5%,3%,20%,-22%,0%,?,3,-3%
COc1cc(NC(=O)c2oc3ccccc3c2C)ccc1NC(=O)c1ccco1,?,-12%,37%[activator],0%,-27%,?,?,3,-12%
COc1ccc(NC(=O)c2cc(C(C)=O)n3ccccc23)cc1Cl,-6%,7%,-7%,33%,5%,-3%,-7%[59 µM],2,-5%
CCOc1ccc(-c2noc(-c3ccncc3)n2)cc1OCC,-11%,-10%,10%,20%,12%,0%,-6%[12.7 µM],-3,1%
NC(=O)c1c(NC(=O)CSc2nnc(-c3ccco3)n2-c2ccccc2)sc2c1CCC2,?,-6%,-2%,?,50µM*,?,?,-15,-7%
O=C(O)c1ccc2cc(-c3ccccc3)[nH]c2c1,-14%,3%,0%,33%,nt,0%,nt,-17,-1%
O=C(NCc1cccnc1)c1nc(-c2ccccc2)n(-c2ccccc2)n1,-7%,-16%,-4%,27%,3%,i,?,0,5%
Cc1ccc(CNC(=O)C2CCCN2S(=O)(=O)c2ccc3c(c2)C(C)(C)C(=O)N3C)cc1 (stereo not drawn),-20%,16%,-11%,10%,2%,13%,-11%,4,18%
CCN(CC)CCCCNc1ncc2cc(-c3cc(OC)cc(OC)c3)c(NC(=O)NC(C)(C)C)nc2n1,-9%,11%,8%,24%,7%,?,0%[12.7 µM],-3,-2%
CCOC(=O)c1sc(=NC(=O)c2ccc(S(=O)(=O)N(C)c3ccccc3)cc2)n(C)c1C,8%,-8%,1%,52%[activator],-14%,12%,2%[59 µM],0,-6%
O=C(COC(=O)/C=C/c1ccc(OC(F)F)cc1)Nc1cccc(S(=O)(=O)N2CCOCC2)c1,-13%,-23%,-13%,16%[57 µM],nt,-1%,nt,-22,1%
CCOC(=O)c1ccc(S(=O)(=O)N2CCN(C3CC(=O)N(c4ccc(OC)cc4)C3=O)CC2)cc1 (stereo not drawn),-9%,-3%,-2%,34%,nt,-18%,nt,0,0%
O=C(c1ccco1)N1CCN(C(=O)c2ccc(-c3ccccc3Cl)o2)CC1,-25%,8%,4%,-11%,?,-2%,?,-2,?
CCOC(=O)c1c(Nc2ccc(C)c(C)c2)nnc(-c2ccccc2)c1-c1ccccc1,?,10%,-6%,?,?,0%,?,5,1%
CCOc1ccc(N(CC(=O)NC2CCCCC2)C(=O)Cn2nnc(-c3ccc(C)o3)n2)cc1,-8%,-5%,-1%,3%,-25%,7%,45µM*,4,3%
Cc1ccc(S(=O)(=O)C(CNS(=O)(=O)c2ccc(F)c(C(F)(F)F)c2)c2ccco2)cc1 (stereo not drawn),-1%,-27%,0%,28%,-5%,2%,-30%[59 µM],12,-3%
CCOc1ccc(S(=O)(=O)NNS(=O)(=O)c2ccc(C)cc2C)cc1,-18%,-23%,-4%,43%[activator],-24%,?,3.5µM*,-2,3%
Cc1ccc(-c2nc3cc(N)ccc3o2)cc1,-3%,0%,48%[activator],38%,2%,-2%,9%[59 µM],-3,-7%
Clc1cc2nc[nH]c2cc1Cl,-20%,-25%,1%,8%,6%,-2%,nt,2,6%
COC(=O)c1ccc(/C=N/Nc2nc(C)c(C)s2)cc1,-27%,-29%,-16%,32%,4%,0%,nt,0,6%
O=C(NNC(=O)c1cccc2ccccc12)c1ccc(Cl)cc1,-18%,-7%,1%,13%,nt,-10%,nt,0,11%
CC1CCCN(C(=O)COC(=O)Cn2cnc3ccccc32)C1 (stereo not drawn),-8%,-8%,2%,36%,nt,-10%,nt,-3,-1%
COc1ccc(OC)c(C(C)NC(=O)Nc2ccccc2)c1 (stereo not drawn),-24%,7%,-1%,6%,-11%,3%,-29%,-3,-2%
CN1/C(=C/c2cccc[n+]2CCO)Sc2ccccc21,?,-20%,3%,-13%,56µM*,45µM*,45µM*,-9,0%
Cc1ccc(-c2nn3c(=O)c(C)nnc3s2)cc1,-3%,0%,-4%,11%,0%,8%,-4%[59 µM],2,nt
CCCN(CC(=O)Nc1ccccc1C)C(=O)c1oc2ccc(OCC)cc2c1C,19%,-2%,63%[activator],19%,4%,7%,6%[59 µM],7,-3%
CCCCOc1ccc(-c2nonc2NC(=O)c2ccco2)cc1,-4%,20%,0%,23%,9%,-27%,2%[59 µM],-1,1%
CCCC(=O)Nc1ccc(-c2nc3cc(C)ccc3o2)cc1,?,?,1%,9%,10%,-18%,19%[12.7 µM],-6,2%
Cc1nc2c(Cl)cccc2c2c1CC(CBr)O2 (stereo not drawn),14%,0%,-3%,48%[activator],-3%,0%,13%[2.33 µM],-2,-6%
CC(C)c1cc(CNC(=O)c2cc(COc3cncc(Cl)c3)on2)on1,-2%,-1%,-9%,33%,5%,-10%,15%[12.7 µM],0,15%
O=C(CNC(=O)c1ccc(Cl)cc1)OCN1C(=O)c2ccccc2C1=O,-5%,-4%,2%,20%,nt,7%,nt,2,-13%
CCOC(=O)c1c[nH]c2c(C(=O)c3ccccc3)cc(Cl)cc2c1=O,-25%,-10%,-1%,28%,-32%,0%,-45%,0,12%
COc1cccc(N2CCN(C(=O)c3ccc4nc[nH]c4c3)CC2)c1,-34%,-32%,8%,20%,-28%,450%[activator],?,-4,-2%
O=C(COC(=O)c1cnccn1)Nc1ncc(Cl)cc1Cl,?,-1%,-5%,-15%,50µM*,?,28µM*,-7,2%
CC[C@@H]1CCCCc2ccccc2[C@@H](C(=O)C[C@@H](O)CC(C)=O)OC1=O,?,-5%,-1%,49%[activator],nt,?,nt,2,5%
CCN(CC)C(=O)C1CCCN(c2ccc([N+](=O)[O-])cc2/C=N/NC(=O)c2ccc([N+](=O)[O-])cc2)C1 (stereo not drawn),-19%,6%,0%,48%[activator],-1%,?,31%,1,14%
CC(Nc1ccccc1CO)C(=O)Nc1cccc(Cl)c1Cl (stereo not drawn),-15%,-1%,-8%,11%,-4%,1%,-2%,0,4%
CCN(CC(=O)Nc1ccc2c(c1)OCCO2)C(=O)COc1ccc(C)cc1,-1%,-17%,4%,36%,-7%,2%,nt,4,1%

# Part of the list above, limited to HP1b chromo inh and GLS inh.
structure | HP1b chromo inh | GLS inh
Cc1ccc(-c2nc3cc(N)ccc3o2)cc1 | 38% | 48%[activator]
Clc1cc2nc[nH]c2cc1Cl | 8% | 1%
COC(=O)c1ccc(/C=N/Nc2nc(C)c(C)s2)cc1 | 32% | -16%

# Further results follow:
SMILES,JMJD2A Tudor,RGS4 inh,GLS inh,HP1b chromo inh,BAZ2B block,12-LOX inh,G9a block,PI4K2A block,ERG-DNA inh
CCOc1ccc(-n2c(SCC(=O)Nc3ccccc3OC)nc3c(oc4ccccc43)c2=O)cc1,-18%,19%,10%,29%,0%,-13%,-4%[59 µM],-2,0%
Cc1ccc(-c2nnc(SCC(N)=O)n2C)cc1,4%,-2%,3%,30%,-22%,-16%,29%,-1,1%
Cc1ccc(C(=O)O/N=C/c2c(N3CCOCC3)n(C)c3ccccc23)cc1,-23%,-10%,8%,8%,-35%,1%,-4%[12.7 µM],-4,-8%
O=S(=O)(c1ccc(Oc2ccc(Br)cc2F)nc1)N1CCCCC1,18%,-5%,-8%,88%[activator],48%[activator],0%,20%[59 µM],-2,-5%
c1coc(CN2CCN(C(c3cccs3)c3nnnn3C3CCCC3)CC2)c1 (stereo not drawn),?,-7%,5%,17%,?,?,50µM*,-3,6%
O=C(NCCNC(=O)c1ccc([N+](=O)[O-])cc1)c1ccncc1,-12%,13%,-7%,6%,-2%,-10%,4%,-9,18%
Cc1cc(C)c(NC(=O)Cn2cnc3c(oc4ccccc43)c2=O)c(C)c1,-14%&7%,-23%&10%,-4%&-4%,10%&52%,-2%&2%,-6%&7%,?,-2&2,-6%&3%
